Assay outcomes deposited in PubChem BioAssay by Small Molecule Screening Facility, UW Madison.
SSB-PriA inh: inhibitors of Klebsiella pneumoniae PriA binding to SSB C-terminal tail, primary screen, biochemical, AlphaScreen. PriA–SSB C-terminal tail interaction (Klebsiella pneumoniae). AlphaScreen SSBct-PriA binding, biotinylated peptide. inhibition, % at 33 µM. 0.6% of 430,000 active. AID 1272365, 2023; in the data active = inhibition mostly above about 37%, no sharp cut-off; inactive = mostly below about 20%;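 note: plate controls were negative control peptide for no effect and reference peptide for full effect; strong numbers were not always called active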
Active calls of the source: *; i = inactive; & = joins results of further samples. An excerpt. The share of hits here may be higher or lower than overall.

Preview:
SMILES	SSB-PriA inh
CCNC(=O)c1ccc2nc(N)sc2c1	35.7
CC(C)C(=O)Nc1cnc(N2CCOCC2)nc1N(C)C	-6.0
O=C(COc1ccc(Cl)cc1)NCCCn1nc(-c2cccnc2)ccc1=O	-9.0

All compounds of this part, from the first entry:
SMILES	SSB-PriA inh
CCNC(=O)c1ccc2nc(N)sc2c1	35.7
CC(C)C(=O)Nc1cnc(N2CCOCC2)nc1N(C)C	-6.0
O=C(COc1ccc(Cl)cc1)NCCCn1nc(-c2cccnc2)ccc1=O	-9.0
CCCC(=O)Nc1nnc(-c2ccc(Cl)cc2)o1	9.0
C#CCn1c(=NC(=O)C(C)(C)C)sc2cc([N+](=O)[O-])ccc21	11.0
Cc1csc(SCc2cc(=O)c(OC(=O)c3c(F)cccc3Cl)co2)n1	-5.0
COc1ccc(S(=O)(=O)Nc2nc(CC(=O)N3CCCc4ccccc43)cs2)cc1	-8.0
CCOC(=O)N1CCC(NC(=O)C2CN(c3ncnc4c3nnn4CC)C2)CC1	-4.0
O=S(=O)(c1cccs1)N1CCCC(Cc2nc(-c3cnccn3)no2)C1 (stereo not given)	-11.0
CCOc1cn(C)c(C(=O)Nc2cccc(F)c2)cc1=O	-15.0
CCN(CC)C(=O)C(=O)NN=Cc1ccc(F)cc1	-5.2
CSC[C@@](C)(O)CNC(=O)Cc1c(F)cccc1Cl	-5.0
Cc1nc(-n2cccc2)sc1C(=O)N1CCC(NC(=O)OC(C)(C)C)CC1	-4.0
Fc1c(F)c(F)c(C=NNC(=S)Nc2cccnc2)c(F)c1F	-13.8
O=C(Cc1cc(=O)[nH]c(SCc2cccc(Cl)c2)n1)Nc1ccc(F)c(F)c1	-15.0
O=C(NN=C1CCCc2ccccc21)C(c1ccccc1)c1ccccc1	-17.6
Cc1cc(C(=O)NCCCn2ccc3cccnc32)c(C)o1	-3.0
COc1ccc(C[C@](C)(O)CNC(=O)NC(c2ccccc2)c2ccccc2)cc1	-5.0
COc1cc(C=NN=C(N)c2nonc2N)cc(Br)c1OCc1cccc(C)c1	-7.9
O=C(CN(Cc1ccccc1)S(=O)(=O)c1ccc2c(c1)OCCO2)NN=Cc1ccc(F)cc1	2.7
COc1ccc(C=NNC(=O)c2cc(O)c(O)c(O)c2)cc1COc1ccc(C(=O)OCC(C)C)cc1	-5.8
CCOc1ccc(-c2cn3c(CC(=O)N4CCc5ccccc5C4)csc3n2)cc1	-6.0
CC(=O)c1ccc(S(=O)(=O)NCCOc2ccc3c(c2)OCO3)cc1	14.0
Cc1cc(C)n(CC(=O)NCc2ccccc2Cl)c(=O)c1C#N	-7.0
O=S(=O)(NCC1CCCN1c1ccccc1)C1CC1 (stereo not given)	-23.0
COc1ccc(NC(=O)COc2ccc(Cl)cc2Cl)cc1N1CCCC1=O	0.0
O=S(=O)(NCC1CCCO1)c1ccc(F)c(Cl)c1 (stereo not given)	-8.0
Cc1cccc(Oc2ccc(S(=O)(=O)N3CC[C@H](S(=O)(=O)C(C)(C)C)C3)cc2)c1	-19.0
CC(=O)N1CCc2ccc(NC(=O)COc3ccc(Cl)cc3Cl)cc21	-4.0
COc1ccc(SCCCC(=O)Nc2nnc(-c3cc(C)n(C)n3)o2)cc1	-1.0
Cc1ccc(Nc2nc(Nc3cccc(F)c3)nc3nccnc23)c(C)c1	-12.0
COC(=O)c1ccc(C=NNc2nc3ccccc3[nH]2)cc1	-5.7
COc1cc(S(=O)(=O)N2CCN(c3c(C)cccc3C)CC2)c(C)cc1C	-11.0&-4.0
Cc1noc(CNC(=O)C2(c3cccs3)CCCC2)n1	1.0
COc1cccc(CNC(=O)CSc2nccn(-c3ccc(OC)c(Cl)c3)c2=O)c1	7.0
O=C(CSc1ncnc2sc3c(c12)CCC3)Nc1nsc(-c2ccc(Cl)cc2)n1	-4.0&2.0
COc1ccc(Cl)c2sc(N3CCN(C(=O)CS(=O)(=O)c4ccc(F)cc4)CC3)nc12	0.0
COc1ccc(-c2nc3sc(CCNC(=O)NC4CCCCCC4)c(C)n3n2)cc1	-16.0
O=C(NN=Cc1c[nH]c2ccccc12)c1cc(Br)ccc1O	2.0
O=C(CCCCCn1cnc2ccccc2c1=O)Nc1ccc2c(c1)OCCO2	-26.0

An excerpt from above in order of molar mass, lowest first.
SMILES	SSB-PriA inh
Cc1noc(CNC(=O)C2(c3cccs3)CCCC2)n1	1.0
COC(=O)c1ccc(C=NNc2nc3ccccc3[nH]2)cc1	-5.7
COc1cc(S(=O)(=O)N2CCN(c3c(C)cccc3C)CC2)c(C)cc1C	-11.0&-4.0
COc1ccc(-c2nc3sc(CCNC(=O)NC4CCCCCC4)c(C)n3n2)cc1	-16.0
COc1cccc(CNC(=O)CSc2nccn(-c3ccc(OC)c(Cl)c3)c2=O)c1	7.0
COc1ccc(Cl)c2sc(N3CCN(C(=O)CS(=O)(=O)c4ccc(F)cc4)CC3)nc12	0.0

5 compounds drawn at random from the list so far:
SMILES	SSB-PriA inh
COc1cc(C=NN=C(N)c2nonc2N)cc(Br)c1OCc1cccc(C)c1	-7.9
O=C(CCCCCn1cnc2ccccc2c1=O)Nc1ccc2c(c1)OCCO2	-26.0
CC(=O)c1ccc(S(=O)(=O)NCCOc2ccc3c(c2)OCO3)cc1	14.0
COc1ccc(NC(=O)COc2ccc(Cl)cc2Cl)cc1N1CCCC1=O	0.0
CCCC(=O)Nc1nnc(-c2ccc(Cl)cc2)o1	9.0

More entries follow.
SMILES	SSB-PriA inh
CN(c1ccccc1)S(=O)(=O)c1ccc(C(=O)N2CC(Oc3nc4ccccc4s3)C2)cc1	-17.0
O=C(O)c1ccc(C=NNc2ccc(F)cc2F)cc1	5.3
COc1cc(C=NNC(=O)Cc2ccccc2)cc([N+](=O)[O-])c1O	-21.8
NS(=O)(=O)c1ccc(NC(=O)c2cc[n+]([O-])cc2)cc1	-3.0
COc1ncccc1C(=O)NCCn1nc(-n2cncn2)ccc1=O	14.0
O=c1ccc(-c2ccccc2)nn1CCNS(=O)(=O)c1cc(C(F)(F)F)ccc1Cl	6.0
CCCC1CCC(c2ccc(-c3ccc(CC)cn3)cc2)CC1 (stereo not given)	-9.0&-2.0
CCN1C(=O)/C(=C2/SC(c3ccccc3)=C3N=CC(C)=CN32)SC1=S	-27.0
Cc1cc(NC(=O)c2cccc(S(=O)(=O)N3CCCC3)c2)c2cc(Br)ccc2n1	2.0
O=C(NCCc1ccccc1)NCc1ccnc(-c2ccsc2)c1	-3.0
CCCCOc1ccc(NC(=O)NCCN2CCC(O)CC2)cc1	-14.0
O=C(O)c1c2c(nc3ccccc13)CCN(Cc1ccccc1)C2	-2.0
COc1ccccc1N1CCN(C(=O)c2cn(C)nc2OC)CC1	-18.0
O=C(NN=Cc1cccn1-c1ccc([N+](=O)[O-])cc1)C(O)c1ccccc1 (stereo not given)	28.6
O=C(NCCSc1ncc(-c2ccc(F)cc2)[nH]1)c1ccccc1F	2.0
O=C1NCCc2c(O)cccc21	-11.0
COc1ccc(N2CCN(CCNC(=O)c3cccc(F)c3)CC2)cc1	-12.0
COc1ccc(Cl)c2sc(N(CCCN3CCOCC3)C(=O)c3ccn(C)n3)nc12	1.0
Cc1c(Cc2ccc3c(c2)OCO3)sc(NC(=O)/C=C\c2ccccc2Cl)c1C#N	-11.0
O=C(Nc1nccs1)c1nnn(Cc2ccccc2)c1-n1cccc1	-12.0
NS(=O)(=O)c1ccc(CCNC(=O)Cc2csc3nc(-c4ccc(Cl)cc4)cn23)cc1	4.0
Cc1ccc(SCCC(=O)Nc2cccc(Cl)c2Cl)cc1	-19.0&-17.0
O=S(=O)(Nc1ccc(NS(=O)(=O)c2ccc(Cl)cc2)cc1)c1ccc(Cl)cc1	-13.0
O=C(Cn1cnc2ccccc21)Nc1ccccc1Cc1nc(-c2cccnc2)no1	-17.0
COC(=O)c1sccc1NN=Cc1cccc(OC)c1O	2.1
O=C(O)C1COc2ccccc2O1 (stereo not given)	-7.0
O=C(Nc1ccc(-c2ccc(N3CCOCC3)nn2)cc1)c1ccc(Br)o1	-13.0
Cc1ccc(S(=O)(=O)NN=C(c2ccccc2)c2cccnc2)cc1	-5.9
COc1ccc(C)cc1NC(=O)C(=O)NCc1ccccc1F	-1.0&2.0
COc1ccc(F)cc1S(=O)(=O)NCc1sc(-c2cccs2)nc1C	-15.0
Cc1ccc(C(=O)NN=Cc2c(C)nn(-c3ccccc3)c2Cl)cn1	-7.0
N#Cc1nccnc1OC1CCN(S(=O)(=O)C2CCCCC2)C1 (stereo not given)	-15.0
COc1ccc(OC)c(/C=C2\SC(=NNC(=O)c3ccc4ccccc4c3)NC2=O)c1	-8.3
NNC(=O)CCCCCN1C(=O)c2cccc3cccc(c23)C1=O	-3.0
O=C(NCc1ccc(F)cc1)Nc1nc2c(s1)C(=O)NCCC2	6.0
COc1ncc(NC(=O)Nc2ccc(C)cc2Cl)c(N2CCOCC2)n1	7.0
N#CC(=NNc1ccc(S(=O)(=O)N2CCOCC2)cc1)C(N)=O	-2.2
CN(C)c1ccc(NC(=O)c2ccccc2Br)cc1	36.0
O=C(NCc1cc(C2CC2)n(C2CCCC2)n1)c1cc(-c2ccccc2)on1	-1.0
COc1ccc(-c2nc(C#N)c(N3CCCC3)o2)cc1	23.0
CC12/C(=N/O)C3C4CC5C3/C(=N\O)C1C5C42 (stereo not given)	i
Cc1nn(-c2ccccc2)c(N2CCCC2)c1C=Nn1cnc2scc(-c3ccccc3)c2c1=O	-19.5
C(=NN1CCN(c2ccccc2)CC1)c1cccs1	2.6
Cn1c(SCC(=O)NN=Cc2ccco2)nc2ccccc21	-4.2
CS(=O)(=O)N1CCCC(C(=O)Nc2nc(-c3ccc4c(c3)OCO4)cs2)C1 (stereo not given)	-3.0
COc1cc(CSc2nc(CC(=O)Nc3ccccc3SC)cs2)cc(OC)c1	-19.0
Cc1cc(NC(=O)C2CCCCC2)n(-c2nc3ccccc3s2)n1	-7.0
CC(C)(C)OC(=O)N1CCN(CCC#N)CC1	15.0
CC(=NNC(=O)c1ccc2nc[nH]c2c1)c1cccs1	-13.5
Cc1cc(C(=O)CSc2nnc3ccc4ccccc4n23)c(C)n1-c1cc(F)ccc1F	3.0

Remaining list, next part.
SMILES	SSB-PriA inh
COCCNC(=O)Cc1ccc(NC(=O)C2CC2)cc1	-23.0
CS(=O)(=O)c1ccc(NC(=O)Cn2cc(-c3ccccc3)c(N3CCOCC3)n2)cc1	1.0
Cc1nn(-c2ccc(Nc3ccc(NC(=O)COc4ccccc4)cc3)nn2)c(C)c1C	-7.0
Cc1nc(SCC(=O)O)sc1C	-9.0
O=C(NCC#CCN1CCOCC1)c1nc2ccccc2s1	-1.0
O=S(=O)(NCCn1ccc(-c2cccs2)n1)c1cccc(C(F)(F)F)c1	-8.0
O=C(Nc1cnn(CC2COc3ccccc3O2)c1)C1CC(=O)N(c2ccc(F)cc2)C1 (stereo not given)	-7.0
O=C(Cc1cccc2ccccc12)N1CCC(c2ccsc2)CC1	-1.0
CC1=CC2OC3CC4OC(=O)/C=C/C=C/C(=O)OCCC(C)C(O)C(=O)OCC2(CC1O)C4(C)C31CO1 (stereo not given)	-6.2
CCOC(=O)c1ccccc1NC(=O)CSc1ccc2nc(-c3ccccc3)cn2n1	-17.0
CCn1nc(C)cc1C(=O)N1CCNC(=O)C1(C)C	-2.0
Brc1ccc(-c2nnc3sc(-c4cccs4)nn23)cc1	-11.0
NC(=NO)c1nc(N2CCCCC2)nc(N2CCCCC2)n1	-10.9
CC(C)Cc1ccc(C(C)c2nc3ccccc3[nH]2)cc1 (stereo not given)	-7.0
O=C(NCCCn1ccnc1)c1nn(-c2ccc(F)cc2)cc1OCc1ccccc1	1.0
CC(C)c1nnc(C2CCN(CC(=O)Nc3cccc(C(F)(F)F)c3)CC2)o1	-1.0
Cc1cc(NC(=O)CSc2nc3ccc(N4CCOCC4)cc3c(=O)n2Cc2ccccc2)no1	-3.0
C(=Nc1ccc(N2CCOCC2)cc1)c1ccc2c(c1)OCO2	3.0
COc1ccc(-c2noc(-c3cc(C4CC4)[nH]n3)n2)cc1OC	-2.0
COC(=O)c1nn(-c2ccccc2)c(Cl)c1C=NO	-12.6
CN1CCN(S(=O)(=O)c2ccc3c(c2)Cc2cc(S(=O)(=O)N4CCN(C)CC4)ccc2-3)CC1	-5.0
COc1ccc(S(=O)(=O)Nc2ccc3c(c2)OCC(C)(C)C(=O)N3C)cc1Cl	-12.0
CCC1=C(C(=O)OC)C(c2cccs2)n2ncnc2N1 (stereo not given)	5.0
CC(C)c1ccc(S(=O)(=O)NCC2CCN(Cc3cccs3)CC2)cc1	-9.0
Cc1cc(C(=O)NCc2cc(-c3ccccn3)n(C)n2)no1	3.0
O=C(O)CCC(=O)Nc1nc(-c2ccc(Br)cc2)cs1	7.0
O=C(NCc1ccc(F)cc1)N1CCN(c2cc(-n3cncn3)ncn2)CC1	-13.0
Cc1noc(C)c1CCC(=O)N1CCC(c2nn(C)c(=O)n2C2CC2)CC1	-14.0
Cc1cc(S(=O)(=O)N2CCCCC2CCNC(=O)C(=O)NCc2ccco2)ccc1F (stereo not given)	-6.0
Cc1ccc(C(=O)c2ccc(OCCOc3ccc([N+](=O)[O-])cc3)cc2)cc1	0.0
O=C(C1CC1)N1CCc2ccc(NS(=O)(=O)c3ccc4c(c3)OCCO4)cc21	-2.0
Cn1c(SCC(=O)Nc2ccc(F)cc2)nc2c(-c3ccccc3)csc2c1=O	-2.0
Cc1cc(-c2nnc(NC(=O)CCCS(=O)(=O)c3ccc(F)cc3)o2)n(C)n1	-13.0
CCN(CC)c1nc2ccsc2c(=O)n1CCC(=O)NCc1ccccc1OC	1.0
O=c1c2c(nc(SC(c3ccccc3)c3ccccc3)n1-c1ccc(F)cc1)CCS2	-24.0
COc1ccc(C(=O)N2CCN(c3nc4c(Cl)cccc4s3)CC2)cc1	-7.0
O=C(Cc1csc(NC(=O)Cc2ccccc2)n1)NO	2.0
Cc1cccc(S(=O)(=O)Nc2cc(C(C)(C)C)cc(C(C)(C)C)c2)c1	-13.0&-6.0
O=C(NCc1ccc([C@H](O)c2ccccc2)s1)C(=O)Nc1ccc(C(F)(F)F)cc1	-4.0
Cc1ccc(NC(=O)C(=O)NCC(c2ccc3c(c2)CCN3C)N(C)C)cc1F (stereo not given)	17.0
